JMJD2C inh – inhibitors of human GASC-1 (JMJD2C) demethylase. Q9H3R0. GST-JMJD2C(1-420) H3K9me3 demethylation, DELFIA europium. inhibition, % at 2.35 µM. 330,000 tested, 0.069% active;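 active = more than half of a compound's replicate wells show inhibition beyond 50%, single wells judged on their own value; inconclusive = some, but no more than half, of replicates pass 50% inhibition; inactive = no replicate passes 50% inhibition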;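 also: signal counts dimethyl H3K9 product captured on neutravidin plate; 0% = median of DMSO wells and 100% = 0.3 times that DMSO median; strong numbers were not always called active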
TPT1 inhibitor – C. albicans TPT1 enzyme inhibition | 300,000 tested, 0.81% active | AID 1962 | inhibition, % at 5 µM | recombinant caTPT1, FP RNA substrate dephosphorylation;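 active = inhibition above the mean of all tested compounds plus 3 SD, set per screening campaign, cut at about 24% in these data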;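 also: plate controls were DMSO alone for no effect and ferristatin control at 100 nM for full effect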
Efflux pump inh – inhibitors of Candida antifungal efflux pumps expressed in yeast; S. cerevisiae Candida pump triplex, Nile Red efflux; inhibition, % at 10 µM; 330,000 tested, 0.44% active; AID 485275;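 active = plate passing quality check with inhibition over a set limit, or well fluorescence over plate mean plus 4 SD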;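 also: Nile Red retained in pooled yeast measured as flow cytometry median fluorescence; 0% = buffer negative control and 100% = Enniatin B positive control; higher means more Nile Red kept so more efflux inhibition; some compounds called inactive have numbers as strong as hits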
Fh CTSL1 inh – counter-screen for PFM18AAP inhibitors: inhibitors of F. hepatica cathepsin L1; 300,000 tested, 0.49% active; inhibition, % at 5.96 µM; recombinant F. hepatica cathepsin L1, Z-Leu-Arg-MCA fluorescence;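 active = inhibition above the mean of all tested compounds plus 3 SD, set per screening campaign, cut at about 17% in these data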;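 also: 0% = plate median of test compound wells and 100% = 1 µM Z-Phe-Ala-diazomethylketone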
PP1 inh – counter-screen for PP5 inhibitors: inhibitors of human PP1-alpha. purified PP1alpha, OMFP fluorescence. inhibition, % at 6.7 µM. AID 2235. 320,000 tested, 0.9% active. P62136;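 active = inhibition above the mean inhibition of all tested compounds plus 3 SD, computed separately for each screening campaign, cut at about 15% in these data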
Target sequence (P62136 whole entry, looked up): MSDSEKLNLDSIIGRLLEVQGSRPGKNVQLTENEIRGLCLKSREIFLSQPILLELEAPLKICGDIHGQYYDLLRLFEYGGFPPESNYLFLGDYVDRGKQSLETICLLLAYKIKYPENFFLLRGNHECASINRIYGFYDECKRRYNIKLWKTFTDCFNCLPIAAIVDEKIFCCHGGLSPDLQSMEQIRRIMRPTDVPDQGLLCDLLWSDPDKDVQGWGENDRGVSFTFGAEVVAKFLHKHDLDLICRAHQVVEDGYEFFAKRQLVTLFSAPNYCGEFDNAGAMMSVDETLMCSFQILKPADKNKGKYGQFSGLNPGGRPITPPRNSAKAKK
PP5 primary – blocks human protein phosphatase 5 activity | purified PP5c, OMFP substrate fluorescence | 320,000 tested, 0.18% active | inhibition, % at 6.7 µM | P53041 | AID 1987;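 active = inhibition above the campaign's mean inhibition across all tested compounds plus 3 SD, cut at about 9.5% in these data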;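 also: 0% = DMSO only and 100% = 100 µM cantharidin control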
Target sequence (P53041 whole entry, looked up): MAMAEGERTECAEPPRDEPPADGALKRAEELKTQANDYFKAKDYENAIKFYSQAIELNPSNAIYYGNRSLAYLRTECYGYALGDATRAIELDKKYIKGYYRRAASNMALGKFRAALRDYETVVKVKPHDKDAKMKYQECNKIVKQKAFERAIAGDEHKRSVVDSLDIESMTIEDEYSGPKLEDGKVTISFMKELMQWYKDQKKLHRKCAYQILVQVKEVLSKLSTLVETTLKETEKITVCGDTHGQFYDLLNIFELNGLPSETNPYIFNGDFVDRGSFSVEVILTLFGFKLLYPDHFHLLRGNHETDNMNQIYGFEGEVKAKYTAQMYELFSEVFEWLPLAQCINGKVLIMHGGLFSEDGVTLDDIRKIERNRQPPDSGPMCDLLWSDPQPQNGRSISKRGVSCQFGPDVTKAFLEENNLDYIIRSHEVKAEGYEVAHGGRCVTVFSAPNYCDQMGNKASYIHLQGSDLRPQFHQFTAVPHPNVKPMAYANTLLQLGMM
proCasp7 act – counter-screen for procaspase-3 activators: activators of human procaspase-7; P55210; recombinant procaspase-7, Ac-DEVD-pNA absorbance 405 nm; D23A/D198A/D206A triple mutant, cannot self-cleave; scale: DMSO 0, 5 µM enzyme 100; activation, % at 8.5 µM; 330,000 tested, 0.093% active; AID 463210;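 active = percent activation above the screen-wide mean plus 3 SD, cut at about 25% in these data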
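signal = Epi-absorbance of released pNA at 405 nm, two timepoints | assay system = Uncleavable procaspase-7 mutant enzyme | reagent = Ac-DEVD-pNA substrate, 400 µM as added | times = 1 h enzyme–compound preincubation and 2 h substrate reaction, both 25 °C | benchmarks = low DMSO alone, high DMSO plus 5 µM PC-7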
core dimer inh – blocks dimerization of HCV core protein; TR-FRET GST/Flag-core106 dimerization, 1536-well; inhibition, % at 5 µM; 300,000 tested, 0.33% active; AID 1899;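 active = inhibition above the mean of all tested compounds plus 3 SD, set per screening campaign, cut at about 45% in these data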
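System: GST/Flag-tagged HCV core106 proteins. Incubation: compound-protein-antibody incubation 4 h at 22.5 °C. Technique: HTRF with 340 nm excitation, 617/671 nm emission. Medium: KF-containing HEPES buffer, pH 7.45, DTT, CHAPS, BSA. Read-out: inhibition (%) from 671 over 617 nm ratio. Also added: Eu(K)-anti-GST 90 ng/mL plus XL665-anti-Flag 1 µg/mL.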
proCasp3 act – activators of human procaspase-3 | P42574 | recombinant procaspase-3 D3A, Ac-DEVD-pNA absorbance 405 nm | activation, % at 8.5 µM | 330,000 tested, 0.11% active | AID 463141;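 active = activation above the mean of all tested compounds plus 3 SD, cut at about 21% in these data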;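 also: 0% = DMSO alone and 100% = DMSO wells spiked with extra 5 µM PC-3 D3A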
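Assay system – Procaspase-3 D3A mutant, all three cleavage aspartates alanine · Controls – DMSO-only low control, 5 µM PC-3 D3A high control · Schedule – 1 h compound preincubation, 2 h substrate hydrolysis at 25 °C · Signal – 405 nm absorbance of p-nitroaniline, reads at 0 and 120 min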
An asterisk follows results filed as active; ? = inconclusive; nt = no result given.

#	smiles	JMJD2C inh	TPT1 inhibitor	Efflux pump inh	Fh CTSL1 inh	PP1 inh	PP5 primary	proCasp7 act	core dimer inh	proCasp3 act
1	CSc1ncccc1C(=O)Nc1cccc(S(=O)(=O)N(C)c2ccccc2)c1	-3	nt	-0.1	nt	3	2.7	-1	nt	8
2	O=C(OCc1nnc(-c2ccccc2)o1)c1ccc2ccccc2n1	-7	3	0.1	-7	-8	2.4	-2	2	0
3	COc1ccc(OC)c(-c2cc(C(F)(F)F)c3c(n2)sc2c(O)cc(=O)[nH]c23)c1	7	5	0.1	2	0	-2.2	-6	13	0
4	CCN(CC)S(=O)(=O)c1cccc(NC(=O)CSc2nc3ccccc3[nH]2)c1	?	2	-0.1	1	3	5.4	11	5	5
5	CC1=CCC2C(=O)N(c3ccc(C(=O)Nc4ccccc4Cl)cc3)C(=O)C2C1 (stereo not given)	6	-1	-0.1	-1	0	0.2	-2	-4	4
6	NC(=O)c1ccc(Cn2c(C(=O)c3cc(Cl)c(N)c(Cl)c3)c3ccccc3[n+]2[O-])cc1	-3	5	0.2	1	0	1.2	-9	-5	-1
7	CCCCSc1nnc(-c2cc3c(C(F)(F)F)nn(C)c3s2)n1C	4	-4	0.1	10	4	-2.5	-2	-2	9
8	CC(NS(=O)(=O)c1ccccc1)C(c1cccs1)N1CCN(c2ccccc2)CC1 (stereo not given)	-3	-1	0.1	2	0	4.0	0	4	3
9	COc1cccc(-c2nnc(NC(=O)c3ccco3)s2)c1	-2	3	-0.1	5	-4	-0.7	0	4	7
10	NC(=O)COC(=O)c1cccc(S(=O)(=O)N2CCN(c3ccc(F)cc3)CC2)c1	-5	-3	-0.2	-4	2	2.6	6	1	-3
11	CC1(c2ccccc2)NC(=O)N(CC(=O)Nc2ccccc2C(=O)NC2CC2)C1=O (stereo not given)	-4	2	-0.1	2	-5	-1.2	-3	-3	11
12	Cc1cc(NC(=O)C(C)SCC(=O)N(C)CC(=O)Nc2ccc(Br)cc2C)no1 (stereo not given)	1	-2	-0.1	1	-2	0.7	-5	1	2
13	CC(C)NC(=O)c1ccccc1NC(=O)Cc1ccc(Br)cc1	6	3	-0.1	0	-4	-0.2	2	-2	4
14	CCCN(CCC)C1=N/C(=C\c2ccco2)C(=O)N1c1ccccc1	4	26*	0.0	2	5	0.8	-16	9	-11
15	COc1ccc(CN2CCN(CC(=O)Nc3ccccc3C(=O)NC3CC3)CC2)cc1F	1	nt	-0.1	nt	-5	0.8	6	nt	2
16	Cc1ccc(/C=C/C(=O)Nc2ccc(Oc3ccccc3)cc2)o1	-1	-1	-0.1	4	0	4.1	1	0	4
17	CCN(C[C@H]1N[C@@](Cc2ccccc2)(C(=O)OC)[C@H]2C(=O)N(C)C(=O)[C@@H]12)C(=O)c1ccccc1	4	nt	-0.3	nt	nt	nt	6	nt	9
18	COc1ccc(C(=O)On2c(-c3ccc(Br)cc3)nc3ccccc3c2=O)cc1	11	-1	-0.8	-3	0	-0.2	-6	12	14
19	O=c1c2c([N+](=O)[O-])cc([N+](=O)[O-])cc2sn1Cc1ccccc1	1	-1	-0.1	0	-1	-0.9	-23	-6	-27
20	Cc1cccc(OC(C)C(=O)Nc2cc(S(=O)(=O)N3CCCCC3)ccc2C)c1 (stereo not given)	-7	nt	0.1	nt	-1	2.8	2	nt	5
21	CCc1cc(C(=O)N2CCCC(C(=O)c3cccc4ccccc34)C2)n(C)n1 (stereo not given)	2	1	-0.1	-2	-3	-0.3	5	4	5
22	O=C(COc1ccccc1)N1CCN(C(=O)c2cccs2)CC1	-5	0	-0.1	-3	-1	3.2	7	-2	11
23	O=C(c1ccc(Br)cc1)N(C1=NCCCCS1)c1ccccc1	1	-4	-0.2	-3	1	-0.4	8	4	-7
24	C[C@@]12C(=O)Nc3cc(Cl)ccc3C(=O)N1[C@H]1c3cc(Br)ccc3OC[C@@H]1[C@@H]2c1ccccc1	-4	0	0.3	2	9	2.8	-1	16	6
25	COc1cc(-c2cc(C(=O)N3CCN(c4ccccn4)CC3)c3ccccc3n2)cc(OC)c1OC	137	-4	0.0	4	-1	2.6	17	6	3
26	CC(C)c1ccc(NC(=S)NNC(=O)c2cccnc2)cc1	-12	-3	-0.3	-1	1	0.9	-14	-7	-1
27	O=C(CC1CCCC1)Nc1cc(S(=O)(=O)N2CCOCC2)ccc1O	6	nt	-0.1	nt	4	2.7	-29	nt	-19
28	COc1ccc(Cl)cc1NC(=O)CS(=O)(=O)c1cccc2nsnc12	-1	0	0.0	-1	-5	1.8	13	-5	3
29	O=C(c1cccc([N+](=O)[O-])c1)N1CCCC(C(=O)N2CCN(c3ccccc3)CC2)C1 (stereo not given)	2	-1	-0.3	0	-6	-0.2	6	0	9
30	Cc1ccc(C(=O)NNC(=O)C2CCN(c3ncccn3)CC2)cc1	2	-3	0.0	1	-2	1.5	4	-6	0
31	CC1CCCCC12NC(=O)N(CC(=O)NCc1ccccc1Cl)C2=O (stereo not given)	-9	nt	-0.3	nt	nt	nt	3	nt	10
32	Cc1cccc(-n2ncc3c(N4CCc5ccccc54)ncnc32)c1	4	5	0.1	-2	-2	2.1	-6	-1	-1
33	Cc1cccc(CNC(=O)c2ccccc2NC(=O)C2=CSCCO2)c1	5	4	0.0	6	0	1.8	-3	-27	5
34	COC(=O)c1ccc(CNC(=O)CSc2nc3ccccc3[nH]2)cc1	-3	-1	-0.2	1	1	1.4	2	-6	4
35	O=C(Nc1ccc2c(c1)CCC2)c1cccs1	-1	4	0.0	2	-3	1.7	5	1	-1
36	COc1ccccc1-c1coc2cc(OCC(=O)OCc3ccccc3)ccc2c1=O	7	-4	0.1	-1	12	5.5	-8	6	-7
37	O=C(NN=C1c2ccccc2-c2ccccc21)c1ccccc1	1	1	0.0	1	0	0.5	-8	-8	3
38	CC1CC(Nc2ccccc2)c2ccccc2N1C(=O)c1ccncc1 (stereo not given)	nt	5	-0.2	5	-4	2.3	8	-3	8
39	O=C(CC(c1ccc(F)cc1)c1ccco1)Nc1nccs1 (stereo not given)	19	1	0.0	0	1	1.6	3	4	5
40	CN(CC(=O)NCC1COc2ccccc2O1)S(=O)(=O)c1ccc(Cl)cc1 (stereo not given)	0	nt	-0.1	nt	nt	nt	9	nt	5
41	CS(=O)(=O)N(CC(=O)N1CCCCCC1)Cc1ccc(Cl)cc1	4	-3	-0.1	2	2	5.0	12	-5	12
42	O=C1COc2ccc(C(=O)COC(=O)c3ccco3)cc2N1	0	0	0.2	-29	-2	-2.9	7	-1	-3
43	COC(=O)[C@@H]1OC(=O)[C@H]2O[C@@]23[C@@]1(C)CC[C@@H]1[C@@]2(C)C=CC(=O)OC(C)(C)[C@@H]2CC(=O)[C@]13C	-4	nt	-0.3	nt	-6	1.2	-1	nt	8
44	Cc1ccc(NC(=O)CSc2nc3ccccc3c(=O)n2CCCC(=O)NCCCN2CCOCC2)cc1	-3	-2	-0.3	1	-4	-1.5	4	1	1
45	C[C@H]1CN([C@@H](C)CO)C(=O)c2cccc(NC(=O)C3CC3)c2O[C@H]1CN(C)Cc1ccncc1	45	nt	-0.2	nt	nt	nt	-5	nt	8
46	CCCc1cc(=O)oc2cc(OCC(=O)Nc3ccc4c(c3)OCCO4)ccc12	-6	-7	-0.1	0	0	1.2	-1	5	-5
47	COc1ccc(NC(=O)CN(C)C(=O)c2cccc(NS(=O)(=O)c3ccc(Br)cc3)c2)cc1	-2	1	0.1	-2	-7	-0.4	9	2	5
48	O=C(CCCCCN1C(=O)c2cccc3cccc(c23)C1=O)NCc1cccnc1	31	0	0.3	1	-3	0.3	-3	-5	-5
49	Cc1ccc(C)n1-n1c(C)nc2scc(-c3ccccc3)c2c1=O	2	5	0.0	-1	0	2.9	7	0	0
50	CCCCCNC(=O)C(C)NS(=O)(=O)c1ccc(OC)cc1 (stereo not given)	2	0	-0.3	0	3	0.1	7	0	2
51	CCC(C)Sc1cccc(-c2nc3cc(C)ccn3c2NCc2ccccc2)c1 (stereo not given)	-5	-4	-0.1	0	4	3.1	7	1	14
52	O=C(C1COc2ccccc2O1)N1CCN(c2ccc(F)cc2)CC1 (stereo not given)	-2	-4	0.1	-2	-2	4.5	-10	1	-5
53	Cc1ccccc1Cn1cc(NC(=O)c2cc(-c3ccco3)on2)cn1	?	1	0.2	3	1	2.8	6	-4	-7
54	CC(Sc1nnc(NC2CCCCC2)s1)C(=O)N1CCOCC1 (stereo not given)	0	-1	-0.1	4	-2	-1.3	3	-8	19
55	Cc1ccc(NC(=O)CCSc2nnc(-c3ccco3)o2)cc1	0	-1	0.1	-5	-4	-0.3	-1	1	-8
56	Cc1ccc(S(=O)(=O)NCc2ccccc2)cc1	1	2	0.2	-3	-3	2.2	-3	-5	5
57	CCOc1ccccc1C(=O)Nc1ccccc1O	-1	-5	-0.3	2	-2	-1.6	0	-2	5
58	O=C(CN1CCN(c2ccc(O)cc2)CC1)NCC(=O)Nc1ccc(F)c(F)c1F	-2	nt	-0.1	nt	-1	3.4	-38	nt	-12
59	COc1cc(/C=N/NC(=O)Cn2nc([N+](=O)[O-])cc2C)cc(Br)c1OCc1ccccc1	-5	-2	-0.1	2	3	3.6	6	31	1
